IDE exosite FP: exo-site inhibitors of human IDE, primary screen, biochemical, fluorescence anisotropy, probe displacement | Insulin-degrading enzyme (Homo sapiens), P14735 | purified IDE, FL-6b probe fluorescence polarization; active compounds read low | z-score at 20 µM | 6.3% of 17,000 active | AID 1259349, 2017;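 active means z-score of -3 or lower, meaning strong loss of probe binding signal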;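 further: His-tagged human IDE residues 42-1019 made in E. coli with 30 nM FL-6b probe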
Target sequence (P14735 42-1019 limits assumed): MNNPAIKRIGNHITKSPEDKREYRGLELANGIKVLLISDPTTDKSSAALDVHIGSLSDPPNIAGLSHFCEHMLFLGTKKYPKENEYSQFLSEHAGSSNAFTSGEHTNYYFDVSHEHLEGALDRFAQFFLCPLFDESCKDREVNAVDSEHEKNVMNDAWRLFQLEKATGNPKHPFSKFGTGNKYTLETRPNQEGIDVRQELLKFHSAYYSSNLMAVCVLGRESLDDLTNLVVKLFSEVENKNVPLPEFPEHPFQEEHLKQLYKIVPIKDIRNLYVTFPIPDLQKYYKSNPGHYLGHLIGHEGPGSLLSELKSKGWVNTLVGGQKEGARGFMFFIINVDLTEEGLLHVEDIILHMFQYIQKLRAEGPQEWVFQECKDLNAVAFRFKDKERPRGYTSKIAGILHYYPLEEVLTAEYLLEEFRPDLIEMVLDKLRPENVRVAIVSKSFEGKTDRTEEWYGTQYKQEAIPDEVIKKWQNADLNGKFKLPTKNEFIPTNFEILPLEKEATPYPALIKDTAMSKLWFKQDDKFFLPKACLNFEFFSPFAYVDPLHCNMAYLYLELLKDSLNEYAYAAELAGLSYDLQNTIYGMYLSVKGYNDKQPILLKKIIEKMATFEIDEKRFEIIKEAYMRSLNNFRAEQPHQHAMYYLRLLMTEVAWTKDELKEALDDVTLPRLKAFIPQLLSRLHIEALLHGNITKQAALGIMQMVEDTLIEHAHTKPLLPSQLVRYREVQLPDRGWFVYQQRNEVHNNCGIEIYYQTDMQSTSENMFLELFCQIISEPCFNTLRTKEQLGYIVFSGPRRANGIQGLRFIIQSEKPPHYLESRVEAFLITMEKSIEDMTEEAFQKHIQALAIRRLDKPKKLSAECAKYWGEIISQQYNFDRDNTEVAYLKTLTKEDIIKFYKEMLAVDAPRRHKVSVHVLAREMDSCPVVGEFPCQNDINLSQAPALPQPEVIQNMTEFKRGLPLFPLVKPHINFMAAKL
* = called active by the depositor; & = joins results of further samples; ! = repeats disagree.

smiles,IDE exosite FP
CC(C)NC(=O)N1CCCCN2[C@H](CO)[C@H](c3ccc(C#Cc4ccccc4F)cc3)[C@@H]2C1,-6.42*
COCC#Cc1ccc([C@@H]2[C@@H](CO)N3C(=O)CN(C(=O)c4ccncc4)C[C@H]23)cc1,-0.438
O=C(C[C@H]1CC[C@@H](NS(=O)(=O)c2ccc(F)cc2)[C@@H](CO)O1)N1CCN(c2ccccc2)CC1,0.214
N#Cc1cccc(-c2ccc([C@H]3[C@H]4CN(C(=O)Nc5ccc(F)cc5)CCCCN4[C@H]3CO)cc2)c1,3.6
OC[C@@H]1[C@@H](c2ccc(C#CC3(O)CCCC3)cc2)[C@@H]2CN(Cc3ccccc3F)CCCCN12,4.17
CCN(C[C@@H]1[C@@H](c2ccccc2)[C@@H](CO)N1C(C)=O)C(=O)NC(C)C,-0.516
N#C[C@H]1[C@@H](c2ccccc2C2=CCCC2)[C@H](CO)N1C(=O)NC1CCCCC1,-1.45
O=C(Nc1cc(F)ccc1F)N1CCCCN2[C@H](C1)[C@H](c1ccc(-c3cccnc3)cc1)[C@@H]2CO,2.59
Cc1ccccc1S(=O)(=O)N1CCCCN2[C@H](CO)[C@H](c3ccc(C#CCN(C)C)cc3)[C@@H]2C1,0.0138
O=C(c1ccccc1F)N1C[C@@H]2[C@H](c3ccccc31)[C@H](CO)N2Cc1ccc2c(c1)OCO2,2
N#C[C@@H]1N[C@H](CO)[C@@H]1c1ccc(/C=C/c2ccccc2)cc1,0.0442
O=C(C1CC1)N1CC(=O)N2[C@H](C1)[C@@H](c1ccc(-c3cccnc3)cc1)[C@@H]2CO,-2.83
O=S(=O)(Cc1ccccc1)N1CCCCN2[C@H](C1)[C@@H](c1ccc(-c3ccccc3)cc1)[C@@H]2CO,-0.201
C[C@@H]1CCCCO[C@@H](CN(C)S(=O)(=O)c2cn(C)cn2)[C@H](C)CN([C@@H](C)CO)C(=O)c2cc(N(C)C)ccc2O1,1.09
C[C@@H]1CN([C@H](C)CO)C(=O)c2cccc(NS(=O)(=O)c3cn(C)cn3)c2O[C@H]1CN(C)Cc1ccc(Oc2ccccc2)cc1,-1.73
C[C@@H]1CCCCO[C@H](CN(C)C(=O)c2ccncc2)[C@H](C)CN([C@@H](C)CO)C(=O)c2cc(NC(=O)CCC(F)(F)F)ccc2O1,0.14
N#Cc1cccc(-c2ccc(C3[C@@H]4CN(C(=O)C5CCCCC5)C[C@H]3N4)cc2)c1 (some centres not stated),1.22&2.17
O=C(NC1CCCCC1)[C@@H]1[C@@H](CO)[C@@H]2Cn3c(cccc3=O)[C@H]1N2Cc1cccnc1,0.868
C[C@H](CO)N1C[C@H](C)[C@H](CN(C)C(=O)Nc2ccc3c(c2)OCO3)Oc2c(NC(=O)c3nc4ccccc4s3)cccc2C1=O,0.414
COc1cccc(S(=O)(=O)Nc2ccc3c(c2)C(=O)N(C)C[C@@H](OC)[C@H](C)CN(Cc2ccccc2F)[C@@H](C)CO3)c1,0.837
COc1ccc(S(=O)(=O)Nc2ccc3c(c2)C(=O)N([C@@H](C)CO)C[C@@H](C)[C@@H](CN(C)S(=O)(=O)c2ccc(Cl)cc2)OCCCC[C@H](C)O3)cc1,0.00909
CCC(=O)NC[C@@H]1[C@@H](c2ccc(-c3cccc(F)c3)cc2)[C@H](CO)N1C(=O)CC,-0.665
COCC(=O)N1[C@@H](C#N)[C@@H](c2ccccc2-c2cccc(F)c2)[C@@H]1CO,0.96
O=C(NC1CCCC1)N1CC(=O)N2[C@H](C1)[C@H](c1ccc(/C=C/c3ccccc3)cc1)[C@@H]2CO,-1.97
O=C(Nc1cc(F)ccc1F)N1CC(=O)N2[C@@H](CO)[C@@H](c3ccc(C#CC4CCCCC4)cc3)[C@@H]2C1,0.969

6 entries picked at random from the list so far, as already listed:
smiles,IDE exosite FP
CCN(C[C@@H]1[C@@H](c2ccccc2)[C@@H](CO)N1C(C)=O)C(=O)NC(C)C,-0.516
Cc1ccccc1S(=O)(=O)N1CCCCN2[C@H](CO)[C@H](c3ccc(C#CCN(C)C)cc3)[C@@H]2C1,0.0138
O=C(C[C@H]1CC[C@@H](NS(=O)(=O)c2ccc(F)cc2)[C@@H](CO)O1)N1CCN(c2ccccc2)CC1,0.214
O=S(=O)(Cc1ccccc1)N1CCCCN2[C@H](C1)[C@@H](c1ccc(-c3ccccc3)cc1)[C@@H]2CO,-0.201
O=C(c1ccccc1F)N1C[C@@H]2[C@H](c3ccccc31)[C@H](CO)N2Cc1ccc2c(c1)OCO2,2
C[C@H](CO)N1C[C@H](C)[C@H](CN(C)C(=O)Nc2ccc3c(c2)OCO3)Oc2c(NC(=O)c3nc4ccccc4s3)cccc2C1=O,0.414

New compounds follow:
smiles,IDE exosite FP
CN(C)C(=O)c1ccc(-c2ccc([C@@H]3[C@H](C#N)N[C@H]3CO)cc2)cc1,-0.431
CS(=O)(=O)N1[C@@H]2c3cccc(=O)n3C[C@H]1[C@H](CO)[C@H]2C(=O)NCc1ccc(F)cc1,-0.389
O=C(C1CCC1)N1C[C@@H]2[C@H](c3ccccc31)[C@@H](CO)N2C(=O)Nc1cccc(F)c1,-0.0489
CCC(=O)N1[C@H](CNC(=O)CN(C)C)[C@H](c2ccc(C3=CCCC3)cc2)[C@@H]1CO,3.13
O=C(C[C@@H]1CC[C@@H](NC(=O)CC2CC2)[C@@H](CO)O1)NCC(F)(F)F,1.36
O=C(C1CCOCC1)N1CC(=O)N2[C@H](CO)[C@@H](c3ccc(C#Cc4cccc(F)c4)cc3)[C@@H]2C1,-10.3*
O=C(Nc1ccccc1F)N1CCCCN2[C@H](CO)[C@H](c3ccc(C#Cc4cccnc4)cc3)[C@H]2C1,-6.86*
COCC(=O)N1CC2(CN(Cc3ccc(Cl)cc3)C2)c2c([nH]c3cc(OC)ccc23)[C@H]1CO,-0.742
C[C@H](CO)N1C[C@H](C)[C@H](CN(C)C(=O)Nc2ccnc(N3CCOCC3)c2)OCc2cnnn2CCCC1=O,0.441
C[C@@H]1CCCCO[C@@H](CN(C)C(=O)C2CCCCC2)[C@@H](C)CN([C@@H](C)CO)C(=O)c2cc(NS(=O)(=O)c3ccccc3)ccc2O1,-1.04
OC[C@H]1[C@@H](c2ccc(C3=CCCC3)cc2)[C@@H]2CN(Cc3ccncc3)CCCCN12,-0.898
CC(C)NC(=O)N1[C@H](CO)[C@@H](c2ccccc2)C12CN(C(=O)c1ccccn1)C2,0.699
CCS(=O)(=O)N1CC2(CN(C(=O)NC(C)C)[C@H](CO)c3c2c2ccc(OC)cc2n3C)C1,-0.417
Fc1ccc(F)c(CN2[C@@H]3CNC[C@H]2C3c2ccc(-c3ccccc3)cc2)c1 (some centres not stated),3.82&0.313
N#C[C@H]1[C@@H](c2ccccc2-c2ccccc2F)[C@H](CO)N1C(=O)c1cccc(F)c1,1.06
COc1ccc(CNC(=O)C[C@@H]2C=C[C@@H](NC(=O)c3cccc(F)c3)[C@@H](CO)O2)cc1,-0.912
O=S(=O)(Cc1ccccc1)N1CCCCN2[C@H](CO)[C@@H](c3ccc(-c4ccc(F)cc4)cc3)[C@@H]2C1,1.47
C/C=C/c1ccc(C2[C@@H]3CN(S(=O)(=O)c4cccc(OC)c4)C[C@H]2N3)cc1 (some centres not stated),0.724
CN(C)C(=O)C[C@H]1CC[C@@H]2[C@H](COc3ccc(NC(=O)C4CCCCC4)cc3C(=O)N2C)O1,-0.0877
COc1cccc(-c2ccc(C3[C@@H]4CN(C(=O)c5cnccn5)C[C@H]3N4)cc2)c1 (some centres not stated),-8.71*!
COc1ccc(-c2ccc([C@@H]3[C@@H](CO)N4CCCCN(C(=O)NC(C)C)C[C@@H]34)cc2)cc1,-4.12*
O=C(c1ccc(F)cc1)N(CC1CCC1)C[C@@H]1N[C@H](CO)[C@@H]1c1ccccc1,3.65
O=C(C[C@H]1CC[C@@H](NC(=O)CN2CCOCC2)[C@H](CO)O1)NC1CCC1,-0.725
CN(C)CC#Cc1ccc([C@H]2[C@@H](CO)N3CCCCN(C(=O)NC4CCCC4)C[C@@H]23)cc1,1.63
O=C(Nc1ccccc1)N1CCCCN2[C@H](C1)[C@@H](c1ccc(C#Cc3ccccc3)cc1)[C@@H]2CO,0.189

Next section, overlapping the part above by 2 compounds.
smiles,IDE exosite FP
CN(C)CC#Cc1ccc([C@H]2[C@@H](CO)N3CCCCN(C(=O)NC4CCCC4)C[C@@H]23)cc1,1.63
O=C(Nc1ccccc1)N1CCCCN2[C@H](C1)[C@@H](c1ccc(C#Cc3ccccc3)cc1)[C@@H]2CO,0.189
N#C[C@H]1[C@H](c2ccccc2)[C@@H](CO)N1C(=O)Cc1ccccc1,-0.417
N#C[C@@H]1[C@@H](c2ccc(C#Cc3cccc(F)c3)cc2)[C@H](CO)N1C(=O)C1CCOCC1,-1.5
C[C@@H]1CN([C@@H](C)CO)C(=O)CCCn2nncc2CO[C@H]1CN(C)Cc1ccc2cccnc2c1,0.152
COc1ccc(CN(C)C[C@@H]2OCCCC[C@H](C)Oc3ccc(NC(=O)C4CCCCC4)cc3C(=O)N([C@@H](C)CO)C[C@@H]2C)cc1,0.167
C/C=C/c1ccc([C@@H]2[C@@H](CN(C)C(=O)CC3CC3)N(C(=O)C3CC3)[C@H]2CO)cc1,0.547
COc1ccc(-c2ccc([C@@H]3[C@H](C#N)N(C(=O)C4CC4)[C@H]3CO)cc2)cc1,0.512
O=C(C[C@@H]1CC[C@H]2[C@@H](COC[C@@H](O)CN2Cc2ccc3c(c2)OCO3)O1)N1CCCCC1,-1.2
O=C1CNC[C@H]2[C@@H](c3ccc(-c4ccccc4F)cc3)[C@@H](CO)N12,-1.54
COc1ccc2c3c([nH]c2c1)[C@@H](CO)NCC31CN(C(=O)Nc2ccc3c(c2)OCO3)C1,-0.417
N#C[C@@H]1[C@H](c2ccccc2-c2ccccc2)[C@H](CO)N1C(=O)Cc1ccncc1,0.406
Cc1noc(C)c1NC(=O)N(C)C[C@H]1OCc2ccccc2-c2c(n(C)c3ccccc23)C(=O)N([C@@H](C)CO)C[C@H]1C,1.14
COc1ccccc1CNC(=O)C[C@@H]1CC[C@H]2[C@@H](COc3ccc(NC(C)=O)cc3C(=O)N2C)O1,-1.66
CCN1CC(=O)N2[C@@H](CO)[C@H](c3ccc(-c4cccnc4)cc3)[C@@H]2C1,3.17
O=C(C[C@@H]1C[C@@H]2c3cc(NC(=O)Nc4ccccc4F)ccc3O[C@@H]2[C@@H](CO)O1)NCc1ccccn1,-0.814
COc1ccc2c3c([nH]c2c1)[C@H](CO)N(C(=O)C1CCOCC1)CC31CCN(S(C)(=O)=O)CC1,-1.75
COc1cccc(S(=O)(=O)N(C)C[C@@H]2OCc3ccccc3-c3c(n(C)c4ccccc34)C(=O)N([C@@H](C)CO)C[C@@H]2C)c1,-0.39
CCC(=O)N1CCCCN2[C@H](CO)[C@H](c3ccc(-c4cccc(C#N)c4)cc3)[C@H]2C1,-0.787
CO[C@@H]1CN(C)C(=O)c2ccc(NC(=O)CN(C)C)cc2OC[C@@H](C)N(C(=O)C2CCCCC2)C[C@H]1C,-1.49
COc1ccc2c3c(n(C)c2c1)[C@@H](CO)N(C)CC31CCN(C(=O)c2ccc3c(c2)OCO3)CC1,-2.15
COc1ccc(-c2ccc3c(c2)[C@@H]2[C@@H](CCN2C(=O)Nc2ccccc2OC)[C@@H](CO)N3C)cc1,0.175
CC(C)CC#Cc1ccc([C@@H]2[C@@H](CO)N3C(=O)CN(C(=O)c4cccc(F)c4)C[C@H]23)cc1,0.353
Cc1noc(C)c1S(=O)(=O)Nc1ccc2c(c1)C(=O)N([C@@H](C)CO)C[C@H](C)[C@@H](CN(C)C(=O)Nc1cccc3ccccc13)OCCCC[C@H](C)O2,1.7
C[C@H](CO)N1C[C@H](C)[C@H](CN(C)C(=O)NC2CCCC2)Oc2cc(-c3cncnc3)ccc2S1(=O)=O,0.662
COc1cccc(-c2ccc([C@@H]3[C@@H](CO)N4C(=O)CN(C(=O)c5ccncc5)C[C@H]34)cc2)c1,1.65
C/C=C/c1ccc(C2[C@H]3CNC[C@@H]2N3C(=O)Nc2ccccc2Cl)cc1 (some centres not stated),0.32&-0.842

(further entries)
smiles,IDE exosite FP
CCCNC(=O)N1[C@H](C#N)[C@@H](c2ccccc2-c2ccc(C)cc2)[C@@H]1CO,1.97
CN(C)CC#Cc1ccc([C@H]2[C@@H](CO)N3CCCCN(C(=O)Nc4ccc(F)cc4)C[C@H]23)cc1,1.04
CCS(=O)(=O)Nc1ccc2c(c1)C(=O)N(C)[C@H]1CC[C@@H](CC(=O)N[C@@H]3CCN(Cc4ccccc4)C3)O[C@@H]1CO2,0.771
CCS(=O)(=O)NCC[C@@H]1CC[C@@H](NC(=O)Nc2cc(Cl)cc(Cl)c2)[C@H](CO)O1,0.65
COc1ccc2c3c(n(C)c2c1)[C@H](CO)N(C(C)=O)CC31CCN(C(=O)c2cnccn2)CC1,-1.57
Cc1noc(C)c1S(=O)(=O)N(C)C[C@@H]1OCc2ccccc2-c2ccccc2C(=O)N([C@@H](C)CO)C[C@@H]1C,0.404
C/C=C/c1ccc([C@@H]2[C@@H](CO)N(C(C)=O)[C@H]2CNC(=O)c2ccccc2)cc1,-0.329
COc1cccc(-c2ccc([C@H]3[C@@H](CO)N4C(=O)CN(C(=O)C5CCOCC5)C[C@@H]34)cc2)c1,-4.45*
CC(C)(C)[S@](=O)N1Cc2cc(C(=O)N3CCOCC3)nc(-c3cccc(-c4ccccc4F)c3)c2[C@@H]1CCO,1.65
CCC(=O)N1CCCCN2[C@@H](CO)[C@H](c3ccc(/C=C/c4ccccc4)cc3)[C@@H]2C1,-7.23*
CC(C)(O)C#Cc1ccc([C@@H]2[C@H](CO)N3CCCCN(C(=O)c4ccc(F)cc4)C[C@@H]23)cc1,0.444

These rows are one share of the data; count on the stated rates, not on these rows.
